Screening results: PubChem, National Center for Advancing Translational Sciences (NCATS)
GLS inhibitor – glutaminase GLS (human) inhibition; GLS enzymatic activity, qHTS titration; O94925; Potency, µM (top dose mostly 45.5 µM), for the others: top-dose activity change, negative = inhibition, usual class: inhibitors; hit rate 0.21% among 410,000; AID 624170; also: potency is read from the fitted curve at half-maximal effect; % is scaled to controls: 0 for no effect and ±100 for the full control effect
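Assay buffer: 45 mM KH2PO4 pH 8.2, 0.02% Tween-20. hKGA acts on L-glutamine (1 mM solution added); product glutamate is reported by an oxidase/peroxidase Amplex Red coupling, with fluorescence taken at baseline and 30 min.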
JMJD2A Tudor inh – inhibitors of human JMJD2A Tudor domain; AlphaScreen JMJD2A-Tudor / H3K4me3 peptide binding; O75164; hit rate 4.4% among 390,000; Potency, µM (top dose mostly 114 µM), inactives show at the highest dose activity change, negative = inhibition, hits mostly inhibitors; also: potency is read from the fitted curve at half-maximal effect; % is scaled to controls: 0 for no effect and ±100 for the full control effect; nearly all actives have a fitted effect of over 50% in size
RGS4 inh – human RGS4 inhibition; P49798; Transcreener GDP fluorescence polarization, RGS4-accelerated GTP hydrolysis; Potency, µM (top dose mostly 114 µM), without a hit: at the top dose activity change, negative = inhibition, most hits filed as inhibitors; hit rate 0.039% among 390,000; also: potency is read from the fitted curve at half-maximal effect; % is scaled to controls: 0 for no effect and ±100 for the full control effect; nearly all actives have a fitted effect of over 75% in size; some results filed as inactive show a strong effect at the top dose
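MLSMR compounds (23 nl, pin-transferred) preincubated 10 min at room temperature with a 500nM (2x) first reagent, then RGS4 at 900nM (2x) plus Transcreener GDP mix added; fluorescence polarization (620/688 nm) read before and after 90 min at 30 °C.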
ERG Ets-DNA blk – ERG Ets/DNA interaction inhibition; fluorescence polarization, His-ERG Ets domain / labelled DNA; Potency, µM (doses to about 76.9 µM), inactives show top-dose FP activity, negative = inhibition, usual class: inhibitors; hit rate 0.028% among 370,000; AID 624246; active = well fitted inhibition curve with a large enough effect in the polarisation, with a control signal flat; inconclusive = small, poorly fitted or top-dose-only effect, or effect the other way, or a change in a side signal; inactive = no such curve, though single readings can be large or run the other way; the % refers to the polarisation;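 also: polarization taken with two DNA probes labelled with fluorescein and Texas red; potency is read from the fitted curve at half-maximal effect; % of control where 0% means no effect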
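His-tagged ERG Ets domain (1 uM in the protein solution; 300mM KCl, 50mM Tris-HCl, 1mM EDTA, 1mM DTT, pH 7.5) received compound, then a probe mix of 5 nM fluorescein-DNA and 100nM Texas-615-DNA. Fluorescence polarization was read for both dyes.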
BAZ2B inh – inhibitors of human BAZ2B bromodomain | Q9UIF8 | AlphaScreen BAZ2B-H3K14Ac peptide displacement | Potency, µM (series often up to 114 µM), for inactives: top-dose activity change, negative = inhibition, most hits filed as inhibitors | hit rate 4.4% among 360,000 | AID 504333; also: potency is read from the fitted curve at half-maximal effect; % is scaled to controls: 0 for no effect and ±100 for the full control effect; nearly all actives have a fitted effect of over 60% in size
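BAZ2B 50 nM plus b-H3(5-23)K14Ac 50 nM, PBS pH 7.4/0.01% Tween-20, 30 min RT; compound added (max 110 uM), 30 min RT; streptavidin donor/Ni-chelate acceptor beads 10 ug/mL final, 20 min dark; AlphaScreen read.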
PI4K2A block – PI4K2A (human) kinase inhibition. Q9BTU6. purified PI4K2A, ADP-Glo luminescence, 1 h; active compounds read low. activity change, negative = inhibition, % at 76.9 µM. hit rate 0.13% among 420,000; in the data active = activity change below about -50%; inconclusive = mostly about -30% to -49%;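 also: -100% = wells without enzyme as full effect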
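In this quantitative HTS, ADP production by PI4K2A was quantified luminescently after 1 h at ambient temperature; 100 microM adenosine served as plate-quality control.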
ALOX12 inh – inhibitors of human 12S-lipoxygenase ALOX12; P18054; purified 12hLO, xylenol orange hydroperoxide absorbance; Potency, µM (doses to about 108 µM), inactives show top-dose activity change, negative = inhibition, actives largely listed as inhibitors; hit rate 1.1% among 580,000; AID 1671190; also: potency is read from the fitted curve at half-maximal effect; % is scaled to controls: 0 for no effect and ±100 for the full control effect
Target sequence (P18054 whole entry, looked up): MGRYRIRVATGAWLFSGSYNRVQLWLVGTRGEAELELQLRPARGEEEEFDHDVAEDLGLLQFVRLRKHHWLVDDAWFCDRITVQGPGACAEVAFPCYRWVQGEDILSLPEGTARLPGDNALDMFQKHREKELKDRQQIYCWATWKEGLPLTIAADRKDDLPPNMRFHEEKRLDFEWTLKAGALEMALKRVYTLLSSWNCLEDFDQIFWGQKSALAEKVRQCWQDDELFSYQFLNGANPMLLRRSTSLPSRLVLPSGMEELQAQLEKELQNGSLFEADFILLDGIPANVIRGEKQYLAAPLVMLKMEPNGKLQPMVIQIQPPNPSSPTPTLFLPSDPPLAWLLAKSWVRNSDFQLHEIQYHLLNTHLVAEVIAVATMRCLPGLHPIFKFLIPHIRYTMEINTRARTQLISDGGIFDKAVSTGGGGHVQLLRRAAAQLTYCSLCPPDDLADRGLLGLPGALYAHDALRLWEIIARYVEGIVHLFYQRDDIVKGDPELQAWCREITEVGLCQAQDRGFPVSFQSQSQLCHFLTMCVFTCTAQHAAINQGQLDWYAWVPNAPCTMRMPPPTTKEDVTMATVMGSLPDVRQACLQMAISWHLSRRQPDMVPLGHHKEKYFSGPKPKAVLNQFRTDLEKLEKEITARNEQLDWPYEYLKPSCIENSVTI
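Hydroperoxide product was detected by ferrous iron/xylenol orange as the 573 to 405 nm absorbance ratio. Arachidonic acid at 40 uM (final) was turned over for 30 min at room temperature by 150 nM human 12hLO, pH 7.0 Hepes buffer, after 15 min compound preincubation.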
G9a block – blocks human histone lysine methyltransferase G9a; AID 504332; G9a H3K9 monomethylation, AlphaScreen, 2 h; Potency, µM (top dose mostly 102 µM), for inactives: at the top dose activity, negative = inhibition, usual class: inhibitors; hit rate 8.8% among 350,000; Q96KQ7; also: potency is read from the fitted curve at half-maximal effect; % is scaled to controls: 0 for no effect and ±100 for the full control effect; nearly all actives have a fitted effect of over 75% in size
Target sequence (Q96KQ7 913-1193 limits assumed): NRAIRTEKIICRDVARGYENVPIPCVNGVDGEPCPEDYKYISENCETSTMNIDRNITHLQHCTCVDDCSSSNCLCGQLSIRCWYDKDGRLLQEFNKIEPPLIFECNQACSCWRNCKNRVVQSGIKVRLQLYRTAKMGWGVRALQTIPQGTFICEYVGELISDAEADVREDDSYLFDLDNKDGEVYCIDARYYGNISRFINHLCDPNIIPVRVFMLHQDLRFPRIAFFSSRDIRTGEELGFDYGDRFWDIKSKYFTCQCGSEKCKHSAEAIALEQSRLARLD
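Readings reflect AlphaScreen signal from monomethyl-H3K9 antibody detection. HMT at 20 nM; substrate b-H3K9 500 nM; cofactor SAM 20 uM; 2 h RT reaction; compounds tested as titrations in qHTS with 15 min preincubation.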
HP1b chromo inh – blocks HP1-beta chromodomain binding to methylated histone tails; AlphaScreen HP1-beta / biotin-H3K9me3 peptide binding; Potency, µM (doses to about 114 µM), inactives show top-dose activity change, negative = inhibition, actives largely listed as inhibitors; hit rate 0.56% among 390,000; AID 540317; also: potency is read from the fitted curve at half-maximal effect; nearly all actives have a fitted effect of over 70% in size; inactives centre near 23
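Compound inhibition of the preformed complex between 50 nM HP1-beta and 50 nM biotinylated H3K9me3 peptide was read by AlphaScreen. Buffer was PBS pH 7.4 with 0.01% Tween-20. Incubations ran 30 min at room temperature, with 10 ug/mL donor/acceptor beads.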
* = called active by the depositor; ? = inconclusive; nt = not tested or not shown; [ ] = remark or other dose. Unless noted, calls follow the shape of the dose curve; as a rule, active = well fitted curve in the direction sought with a large enough effect; inconclusive = small, poorly fitted or top-dose-only effect, or another doubt; inactive = no such curve, though single readings can be large; an effect the other way counts as inactive or inconclusive. An excerpt; the hit share may differ from the screen's.

entry	SMILES	GLS inhibitor	JMJD2A Tudor inh	RGS4 inh	ERG Ets-DNA blk	BAZ2B inh	PI4K2A block	ALOX12 inh	G9a block	HP1b chromo inh
1	Cc1nnc(NCCc2ccccc2)n(N)c1=O	2%	-17%	-24%	-6%	-9%	2	10%	-35%	44%[activator]
2	CCN(c1ccc(OC)cc1)S(=O)(=O)c1nnc(NC(=O)COc2ccc(C)cc2)s1	4%	-12%	-26%	-3%	-10%	-6	nt	nt	31%
3	CCOC(=O)c1sc2cccc(F)c2c1N	15%	23%	-22%	2%	38%	-4	-16%	-4%[12.7 µM]	85%[activator]
4	FC(F)(F)c1cc(-c2ccccn2)nc2cc(-c3ccccc3)nn12	-5%	-5%	6%	-2%	16%	-3	0%	nt	-27%
5	COc1ccccc1NC(=O)N1CCN(c2ccccn2)CC1	1%	-14%	-2%	3%	4%	-3	14%	13%	31%[activator]
6	O=C(OCC(=O)N(CCc1ccccc1)Cc1ccccc1)c1cccc(S(=O)(=O)N2CCOCC2)c1	6%	-8%	-6%	2%	nt	-1	10%	nt	54%[activator]
7	O=C(Cc1cccc2ccccc12)N/N=C/c1ccc(Sc2nc3ccccc3s2)o1	0%	-21%	7%	-3%	-32%[57.1 µM]	3	0%	3%	22%
8	CCOc1ccc2nc(COC(=O)c3cccs3)c(C(C)=O)[n+]([O-])c2c1	3%	-24%	-17%	-20%	18%	-7	0%	nt	6%
9	O=C(O)C(C(=O)Oc1ccccc1)C(C(=O)O)C(=O)Oc1ccccc1 (stereo unspecified)	2%	-29%	4%	nt	-9%	2	?	-5%[12.7 µM]	23%
10	CC(=NNC(=S)N1CCCCCC1)c1cccc2cccnc12	59%[activator]	20µM*	?	10%	nt	1	-20%	nt	50µM*
11	Cc1ccc(-n2nc3c(N4CCC(C(=O)NCCc5ccccc5)CC4)nnc(C)c3c2C)cc1	1%	-13%	-10%	0%	-5%	-3	3%	-10%[59 µM]	26%
12	CCCOc1ccc(-c2nc(=S)[nH][nH]2)cc1	?	?	?	1%	-8%	-2	?	nt	-16%
13	COc1ccc(NC(=O)c2cc3c(=O)n(Cc4cccnc4)ccc3nc2C)c(OC)c1	-5%	-16%	-21%	0%	-25%	3	4%	10%[59 µM]	59%[activator]
14	CCC(C)[C@H](NC(=O)[C@@H]1CSC2c3ccccc3C(=O)N21)C(=O)NC1CCCC1 (stereo partly specified)	2%	-10%	3%	4%	-11%	-3	14%	14%	33%
15	COCc1nc2ccccc2n1Cc1ccccc1Br	0%	-14%	3%	-8%	-33%	1	6%	6%	35%
16	CSc1oc(-c2cccs2)nc1S(=O)(=O)c1ccc(Br)cc1	-1%	3%	29%	4%	0%	0	-16%	-43%[59 µM]	43%[activator]
17	COc1ccc(C(c2c(C)n(C)n(-c3ccccc3)c2=O)c2c(C)n(C)n(-c3ccccc3)c2=O)cc1OC	-4%	-11%	-7%	4%	1%	-3	-2%	?	-9%
18	CC(C)c1onc(C(=O)N2C(C)CCCC2C)c1[N+](=O)[O-] (stereo unspecified)	3%	-7%	16%	2%	-7%	1	-8%	-8%[59 µM]	7%
19	CC(=NCCc1ccccc1)C1=C(O)CSC1=O	57%[activator]	-23%[11.4 µM]	-10%[11.4 µM]	-4%	-4%	-5	1%	20%[59 µM]	-14%
20	COc1ccc(CCNC(=O)CSCc2ccc(F)cc2)cc1OC	-3%	-2%	-14%	10%	9%	2	10%	5%[59 µM]	20%

Sorted by value in JMJD2A Tudor inh (descending): three from the list above.
entry	SMILES	GLS inhibitor	JMJD2A Tudor inh	RGS4 inh	ERG Ets-DNA blk	BAZ2B inh	PI4K2A block	ALOX12 inh	G9a block	HP1b chromo inh
16	CSc1oc(-c2cccs2)nc1S(=O)(=O)c1ccc(Br)cc1	-1%	3%	29%	4%	0%	0	-16%	-43%[59 µM]	43%[activator]
20	COc1ccc(CCNC(=O)CSCc2ccc(F)cc2)cc1OC	-3%	-2%	-14%	10%	9%	2	10%	5%[59 µM]	20%
18	CC(C)c1onc(C(=O)N2C(C)CCCC2C)c1[N+](=O)[O-] (stereo unspecified)	3%	-7%	16%	2%	-7%	1	-8%	-8%[59 µM]	7%

Following part:
entry	SMILES	GLS inhibitor	JMJD2A Tudor inh	RGS4 inh	ERG Ets-DNA blk	BAZ2B inh	PI4K2A block	ALOX12 inh	G9a block	HP1b chromo inh
21	COc1ccc2sc(N(Cc3cccnc3)C(=O)c3cccs3)nc2c1	1%	-3%	-3%	-5%	3%	0	?	-5%[59 µM]	34%
22	COC(=O)c1ccccc1NC(=O)Nc1ccc(Cl)cn1	-4%	-23%	-23%	10%	-26%	-2	2%	-3%	21%
23	CCOC(=O)[C@@H]1[C@H]2COc3ccccc3[C@H]2N2C(=O)N(c3cccc(C)c3)C(=O)[C@]12C	-1%	-17%	10%	-3%	nt	-4	18%	nt	40%[activator]
24	CN1CCc2c(sc3c2C(=O)NC(c2cccc(OC(=O)c4cccs4)c2)N3)C1 (stereo unspecified)	0%	?	?	19%	-37%	-15	-4%	40µM*	16%
25	CC(Sc1nnc2ccccn12)C(=O)Nc1ccc(Cl)cn1 (stereo unspecified)	-6%	-1%	-15%	-4%	-34%	-5	2%	-6%[12.7 µM]	11%
26	O=C(COc1ccccc1[N+](=O)[O-])N/N=C/c1ccc(O)cc1	27%	-21%	-16%	8%	6%	-2	-3%	28%[59 µM]	1%
27	COc1ccc(C(=O)NC2CCSC2=O)cc1 (stereo unspecified)	3%	-3%	4%	6%	2%	9	15%	6%[59 µM]	36%
28	O=C(Nc1ccc(F)cc1F)C1CCN(S(=O)(=O)c2ccc3[nH]c(=O)ccc3c2)CC1	-10%	2%	-24%	2%	0%	2	-16%	0%[59 µM]	28%[57 µM]
29	C#Cc1ccc([C@@H]2C=C(C(=O)N3CCOCC3)O[C@H](OCCCCO)C2)cc1	-1%	-18%	-24%	-6%	-16%	4	?	?	29%
30	CCOC(=O)c1sc2c(c1C)C(c1cccs1)C1=C(CCCC1=O)N2 (stereo unspecified)	8%	14%	0%	4%	9%	1	-3%	?	43%[activator]
31	CC(=O)c1ccc(NC(=S)NC2CCCC(C)C2C)cc1 (stereo unspecified)	6%	-22%	10%	-3%	-17%	2	?	2%	17%
32	CCN(CC(=O)NCc1ccc(F)cc1)CC(=O)Nc1cc(S(=O)(=O)N(C)C)ccc1C	0%	-16%	-21%	9%	10%	4	-7%	?	43%[activator]
33	COC(=O)c1ccc(OCC2c3cc(OC)c(OC)cc3CCN2C(=O)c2cccc(C)c2)cc1 (stereo unspecified)	5%	?	7%	-6%	-36%	1	3%	-6%[59 µM]	-7%
34	O=C(CNc1ccc(Br)cc1)c1ccc(O)cc1	0%	?	?	9%	1%	1	?	45µM*	-13%
35	CCOC(=O)N1CCC2(CC1)NCCc1c2[nH]c2ccccc12	9%	-21%	-4%	13%	-29%	16	6%	?	17%
36	O=C(NCC(c1ccccc1Cl)N1CCCC1)c1ccc(N2CCCC2=O)cc1 (stereo unspecified)	-9%	-18%	-23%	0%	4%	-1	12%	-43%	21%
37	CN1C(=O)/C(=N/OC(=O)c2ccccc2)c2ccccc21	19%	-11%	-46%	-14%	-2%	62	0%	?	41%[activator]
38	CCn1c(SCC(=O)N2CC(=O)Nc3ccccc32)nnc1-c1ccoc1C	-2%	9%	-20%	-1%	-7%	-3	-9%	-13%	28%
39	O=C(OCC(=O)N1CCOCC1)c1ccccc1OCc1ccc(Cl)cc1	-13%	1%	-20%	12%	nt	10	-2%	nt	25%
40	CCCOC(=O)c1ccc(NC(=O)c2ccccc2[N+](=O)[O-])cc1	-1%	-20%	9%	-12%	18%	1	-4%	nt	10%
41	CCN1CCOC(=O)C1CC(=O)Nc1cc(Cl)ccc1OC (stereo unspecified)	1%	-24%	-9%	-2%	-11%	3	-6%	7.9µM*	2%
42	CCn1nnc(NC(=O)c2cc3ccccc3o2)n1	5%	6%	16%	0%	5%	13	6%	-2%[12.7 µM]	22%
43	O=C(CN1CCN(S(=O)(=O)N2CCOCC2)CC1)Nc1cc(Cl)ccc1Cl	3%	-5%	31%	7%	-6%	1	-1%	27%	27%
44	COc1ccc(S(=O)(=O)NNC(=O)c2csc(-n3nc(C)cc3C(F)(F)F)n2)cc1OC	28%	-8%	-19%	-4%	?	-5	?	35µM*	12%
45	Clc1ccccc1-c1nc2ccccc2[nH]1	0%	-8%	-4%	13%	?	7	194%[activator]	-31%	39%
46	C=CCOc1ccc(NC(=O)C(=O)NCCCn2ccnc2)cc1	-1%	-15%	-9%	-14%	-5%	0	6%	5%	23%
47	CN1CCN(C(=O)c2sc(=S)n(-c3ccccc3)c2N)CC1	0%	100µM*	?	-1%	-7%	-21	?	?	?
48	Cc1ccc(-n2ncc(C#N)c2/N=C/N2CCCCCC2)cc1	-1%	34%	-16%	1%	29%	-8	0%	38%[59 µM]	67%
49	CCOc1cc(/C=N/NC(=O)c2cc3c(ccc4ccccc43)o2)ccc1O	2%	-7%	-31%	-3%	-12%	-3	-8%	0%	29%
50	Cc1cc(O)c(C(=O)/C=C/c2cccc([N+](=O)[O-])c2)c(=O)o1	1%	?	-14%	12%	?	-3	?	13µM*	-1%
51	Cc1c(C#N)c2ccccc2n1CC(=O)NCc1cccnc1	-9%	-1%	11%	-23%	0%	0	0%	18%[2.33 µM]	35%
